Bioassay records (PubChem)
BoNT-A LC inh2: blocks Botulinum neurotoxin A light chain protease; inhibition, % at 10 µM; AID 588499; multiplex microsphere protease substrate cleavage, flow cytometry; 0.17% of 360,000 active; also: plate controls were buffer without enzyme for full effect and enzyme alone for no effect
Anthrax LF inh2: inhibitors of Bacillus anthracis lethal factor protease; AID 588501; P15917; inhibition, % at 10 µM; multiplex microsphere protease cleavage assay, LF; 0.12% of 360,000 active; also: plate controls were buffer without enzyme for full effect and enzyme alone for no effect
Mtb BioA inh: blocks M. tuberculosis BioA enzyme activity | purified M. tuberculosis BioA enzyme, plate reader | inhibition, % at 9.99 µM | 0.096% of 360,000 active; in the data active = inhibition above about 40%; inconclusive = no clear call, values can overlap the other calls
Mtb UGM inh: Mtb UDP-galactopyranose mutase inhibition; P9WIQ1; purified UGM, fluorescence polarization probe displacement; inhibition, % at 10 µM; 0.06% of 320,000 active; in the data active = inhibition above about 10%, passing the limit was not always enough; inconclusive = no clear call, values can overlap the other calls
Target sequence (P9WIQ1 whole entry, looked up): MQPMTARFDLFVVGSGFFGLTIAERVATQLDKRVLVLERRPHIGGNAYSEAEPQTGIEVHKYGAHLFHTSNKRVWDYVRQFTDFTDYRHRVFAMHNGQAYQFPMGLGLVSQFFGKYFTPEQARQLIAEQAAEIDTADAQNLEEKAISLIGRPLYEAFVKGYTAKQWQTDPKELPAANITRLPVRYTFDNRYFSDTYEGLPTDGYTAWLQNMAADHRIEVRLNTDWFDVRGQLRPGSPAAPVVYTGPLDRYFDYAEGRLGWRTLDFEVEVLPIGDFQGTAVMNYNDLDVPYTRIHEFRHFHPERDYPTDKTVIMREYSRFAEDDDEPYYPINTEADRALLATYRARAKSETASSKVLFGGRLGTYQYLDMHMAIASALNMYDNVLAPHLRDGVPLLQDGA
GDH-TPI counter: counter-screen for M. tuberculosis FBA inhibitors: GDH-TPI coupled enzymes | GDH-TPI coupled enzyme counterscreen, NADH absorbance | inhibition, % at 4.8 µM | 1.2% of 360,000 active | AID 588335; in the data active = inhibition above about 30%;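 also: 0% = DMSO wells and 100% = wells lacking the enzyme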
BoNT-F LC inh: blocks Botulinum neurotoxin F light chain protease; Multiplex microsphere protease cleavage assay, flow cytometry; inhibition, % at 10 µM; 0.22% of 360,000 active; AID 588497; in the data active = inhibition above about 35%, passing the limit was not always enough; inconclusive = no clear call, values can overlap the other calls; also: plate controls were buffer without enzyme for full effect and enzyme alone for no effect
Mtb FBA inh: Mtb fructose-bisphosphate aldolase inhibition; P9WQA3; purified M. tuberculosis FBA, fluorescence read-out; inhibition, % at 1 µM; 2.3% of 360,000 active; AID 588726; in the data active = inhibition above about 27%;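 also: 0% = vehicle and 100% = reference inhibitor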
Target sequence (P9WQA3 whole entry, looked up): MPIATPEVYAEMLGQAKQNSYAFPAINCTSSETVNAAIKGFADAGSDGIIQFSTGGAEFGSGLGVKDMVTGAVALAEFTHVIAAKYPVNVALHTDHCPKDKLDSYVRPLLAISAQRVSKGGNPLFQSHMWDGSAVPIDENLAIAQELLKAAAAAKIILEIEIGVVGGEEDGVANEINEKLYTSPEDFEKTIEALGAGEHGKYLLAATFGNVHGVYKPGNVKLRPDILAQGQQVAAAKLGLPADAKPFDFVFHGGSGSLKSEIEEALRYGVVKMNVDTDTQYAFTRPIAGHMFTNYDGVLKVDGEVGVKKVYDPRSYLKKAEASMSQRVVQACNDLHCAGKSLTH
PfHsp40 rescue: rescue of PfHsp40-mediated yeast toxicity | growth rescue, % at 12.5 µM | S. cerevisiae expressing PfHsp40, growth rescue, ATP luminescence | AID 504582 | 0.68% of 340,000 active; in the data active = growth rescue above about 28%, passing the limit was not always enough; inconclusive = no clear call, values can overlap the other calls;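 also: yeast W303a lacking pdr1 and pdr3 grown in galactose medium; growth measured after three days at 30 °C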
FadD28 FP inh: M. tuberculosis FadD28 bisubstrate binding inhibition; FadD28 bisubstrate probe binding, fluorescence polarization; 0.22% of 360,000 active; AID 588549; inhibition, % at 12.5 µM; in the data active = inhibition above about 8.5%, passing the limit was not always enough; inconclusive = no clear call, values can overlap the other calls
An asterisk follows results filed as active; ? = inconclusive; . = not tested or not shown; & = joins results of further samples. Rule as the data show it, unless noted: active = inhibition above about 30%; inconclusive = no clear call, values can overlap the other calls; inactive = below that.

SMILES	BoNT-A LC inh2	Anthrax LF inh2	Mtb BioA inh	Mtb UGM inh	GDH-TPI counter	BoNT-F LC inh	Mtb FBA inh	PfHsp40 rescue	FadD28 FP inh
Cc1ccc(S(=O)(=O)NC(CC(=O)NCC2CCCO2)c2ccccc2)cc1 (configuration not stated)	-0.1	0	1.7	1.2	-14	-4	-1	0.8	-3.6
COc1ccc(NC(=O)CCc2nc3ccccc3c(=O)[nH]2)cc1S(=O)(=O)N1CCCCC1	.	.	-1.0	0.3	-5	.	0	0.1	-2.3
COc1ccc(N2C(=O)c3cccc4c(N(C)CCO)ccc(c34)C2=O)cc1	7.1	6	-11	21*	-9	?	-13	-1.2	1.1
Cc1cccc(C(=O)N2CC(=O)Nc3ccc(F)cc3C2c2ccc(F)cc2)c1 (configuration not stated)	0.7	-13	-0.6	-1.0	0	0	3	-0.1	-3.6
CC(O)/C=C/C1OC(=O)CC1Nc1ccc(C=O)cc1 (configuration not stated)	0.5	-2	-1.9	-0.5	34*	0	0	1.0	-3.0
COc1ccc(C(=O)N[C@H](C(=O)OCC(=O)NC(=O)c2cccn2C)C(C)C)cc1	0.1	-2	.	-0.5	4	1	-3	0.0	-4.3
CCOC(=O)N1CCN(c2ccc(F)cc2[N+](=O)[O-])CC1	0.9	-2	1.8	-0.3	2	0	0	1.3	-1.5
O=C(Cn1cc(C(F)(F)F)ccc1=O)N/N=C/c1ccc(Cl)cc1	-0.5	0	.	-0.7	-4	-2	4	0.8	-1.7
Cc1cc(C)n(-c2ncnc3sc4c(c23)CC(C)CC4)n1 (configuration not stated)	1.6	10	4.3	3.0	3	-10	12	-0.4	-0.5
Cc1[nH]c(=O)nc(NN=Cc2ccc(Cl)cc2)c1C(=O)Nc1ccc(Cl)cc1	-0.1	-5	.	.	3	3	0	-1.1	-1.3
COc1ccc(NC(=O)C2CCN(C(=O)Cc3ccccc3)CC2)cc1OC	-0.1	-3	.	-1.4	3	-6	1	-1.8	-0.8
CC(CNC(=O)CC(C)(C)C)NC(=O)CC(C)(C)C (configuration not stated)	-0.6	2	.	-0.5	-1	-10	0	0.4	-0.3
O=C(Nc1ccccc1)C1=C[C@@H](c2ccc3c(c2)OCO3)C[C@@H](OCCCCO)O1	-0.1	-7	3.0&1.3	3.5	6	-6	2	-0.2	-0.9
CCOCCCNC(=O)c1c(C)[nH]c(C(=O)OCC)c1C	0.0	-2	-1.1	-2.2	12	-2	4	-0.7	0.6
C=CCNC(=S)NNC(=O)c1ccc(C)c(Cl)c1	0.5	-3	0.2	2.2	2	2	-4	-0.1	-1.7
COc1ccc(S(=O)(=O)N2CCOCC2)cc1NC(=O)c1ccc(-n2nc(C)cc2C)cc1	-0.1	-4	-3.2	-2.4	6	0	7	-2.4	-1.9
Cc1ccccc1NC(=O)Nc1c(C)n(C)n(-c2ccccc2)c1=O	-1.0	1	-0.2	0.1	-8	-2	-4	-0.5	-2.3
O=c1[nH]c2cccnc2n1-c1ccc([N+](=O)[O-])cc1	0.5	-2	0.3	1.5	4	-3	-2	-0.5	-3.3
Cc1cc(=O)oc2cc(NC(=O)CN3C(=O)NC(C)(c4ccccc4)C3=O)ccc12 (configuration not stated)	-3.0	0	-1.7	-0.1	11	-16	61*	0.1	-2.1
CC(=O)NCCC(=O)Nc1nc(-c2c[nH]c3ccccc23)cs1	1.0	-1	-3.1	.	8	-7	4	-0.7	1.6
COCC1CCCN(Cc2cn(-c3ccccc3)nc2-c2ccc3c(c2)OCO3)C1 (configuration not stated)	0.2	0	4.6	-1.1	-6	5	5	0.3	-2.2
CCS(=O)(=O)c1ccc(C=NNc2nc3ccccc3o2)cc1	-0.4	-10	.	.	37*	-1	-2	-0.3	-1.0
Cc1ccccc1Cn1ccc(NC(=O)c2cc3nc(-c4ccco4)cc(C(F)(F)F)n3n2)n1	-0.2	0	-2.0	4.6	3	-3	2	-1.4	-3.0
CCOC(=O)c1sc(NC(=O)C2CC(=O)N(c3ccccc3OC)C2)nc1C (configuration not stated)	-3.8	-6	0.9	-1.8	-2	-11	1	-0.5	-0.2
O=C(Nc1cccc(Cl)c1)NC1CC2CCC1C2 (configuration not stated)	2.4	-4	2.9	1.6	4	-2	1	-0.6	-0.9

Among those listed so far, 4 contain fluorine:
SMILES	BoNT-A LC inh2	Anthrax LF inh2	Mtb BioA inh	Mtb UGM inh	GDH-TPI counter	BoNT-F LC inh	Mtb FBA inh	PfHsp40 rescue	FadD28 FP inh
Cc1cccc(C(=O)N2CC(=O)Nc3ccc(F)cc3C2c2ccc(F)cc2)c1 (configuration not stated)	0.7	-13	-0.6	-1.0	0	0	3	-0.1	-3.6
CCOC(=O)N1CCN(c2ccc(F)cc2[N+](=O)[O-])CC1	0.9	-2	1.8	-0.3	2	0	0	1.3	-1.5
O=C(Cn1cc(C(F)(F)F)ccc1=O)N/N=C/c1ccc(Cl)cc1	-0.5	0	.	-0.7	-4	-2	4	0.8	-1.7
Cc1ccccc1Cn1ccc(NC(=O)c2cc3nc(-c4ccco4)cc(C(F)(F)F)n3n2)n1	-0.2	0	-2.0	4.6	3	-3	2	-1.4	-3.0

Additional entries follow.
SMILES	BoNT-A LC inh2	Anthrax LF inh2	Mtb BioA inh	Mtb UGM inh	GDH-TPI counter	BoNT-F LC inh	Mtb FBA inh	PfHsp40 rescue	FadD28 FP inh
CCC(C)Sc1cc(-c2nc3ccccn3c2NC2CCCCC2)ccc1OC (configuration not stated)	-1.1&-0.9	-4&3	-2.2	2.3	12	-9&1	34*	?	-2.9
Cc1cc(C)n2nc(SCc3nnc(SCCCCl)o3)nc2n1	1.4	-1	.	0.3	8	2	-2	-1.0	-4.2
N#C/C(=N\Nc1ccc(Cl)cc1)C(N)=S	1.4	5	0.8	0.9	4	6	-18	12	-0.5
CN1CCN(C(=O)CSc2nc(-c3ccco3)cc(C(F)(F)F)n2)CC1	0.0	0	-1.0	-1.6	4	-5	0	-1.1	-3.0
COc1ccc(S(=O)(=O)NCCC(=O)NCc2ccccc2)cc1	3.4	-4	0.1	-0.2	-1	1	5	0.0	0.0
Cc1ccc(NC(=O)CN(C)C(=O)COC(=O)COc2ccc(C#N)cc2)cc1	1.7	2	-0.7	-1.8	1	9	1	0.0	-0.9
O=C(NCC(c1ccco1)N1CCCC1)c1cccc(S(=O)(=O)N2CCCCC2)c1 (configuration not stated)	-0.7	-3	-4.8	.	15	13	2	.	-1.6
CCc1ccc(S(=O)(=O)ON2C(=O)c3ccccc3C2=O)cc1	-1.1	1	-0.3	.	14	-1	30*	3.4	0.0
COc1cc(C)cc(OC)c1OCC(=O)Nc1cc(C)on1	0.5	-4	0.1	-0.9	6	5	0	2.4	-2.5
CCOc1ccc(C(=O)Nc2ccc(N3CCN(C)CC3)cc2)cc1	-0.7	-14	-0.9	-1.1	16	-60	0	0.1	-1.9
CC(=O)c1sc(Nc2ccc(C)cc2)nc1C	1.0	1	.	0.2	10	-5	-1	5.0	-2.4
COc1cc(/C=C2/SC(=S)N(CC(=O)Nc3nc4ccccc4s3)C2=O)cc(OC)c1OC	40*	42*	-2.9	1.4	15	34	3	-0.9	-1.2
CCNC(=O)c1ccccc1NC(=O)C1CC(=O)N(C(C)C)C1 (configuration not stated)	2.4	-3	-0.2	4.0	10	?	-4	-1.2	-3.5
O=C(CN1C(=O)NC(Cc2c[nH]c3ccccc23)C1=O)NCCc1ccc(F)cc1 (configuration not stated)	-4.0	-11	-0.7	0.1	-1	-5	2	-0.2	0.1
CC(=O)c1cccc(NC(=O)C(C)OC(=O)C2CCC2)c1 (configuration not stated)	-2.5	-4	-1.7	6.0	5	-4	-1	0.1	-3.6
O=C1CS/C(=C/C(=O)c2cccc(Cl)c2)N1	-0.6	-12	.	1.2	17	-3	2	1.6	-3.0
NC1=NC(=O)C(CC(=O)NCc2ccccc2)S1 (configuration not stated)	0.7	-2	.	0.3	7	-2	3	0.9	-0.6
O=C(NCCN1CCN(c2ccccc2)CC1)Nc1ccccc1Br	-0.1	6	.	-0.2	-4	3	0	-0.1	-1.6
Cc1ccc(NCc2ccccc2)cc1	-0.6	0	.	1.5	5	5	6	-0.8	0.3
Cc1ccccc1CN1CCC(Oc2ccc(C(=O)NCc3ccccn3)cc2)CC1	1.8	-1	0.1	-2.8	-10	0	-5	-0.5	-1.6
COc1ccc(S(=O)(=O)Nc2ccc3c(c2)C(=O)N([C@H](C)CO)C[C@H](C)[C@@H](CN(C)C(=O)Nc2c(C)noc2C)OCCCC[C@H](C)O3)cc1	0.2	-4	-2.9&0.7	.	-3	2	-1	.	-4.4
Cc1ccc(S(=O)(=O)N(C)CC(=O)OCC(=O)N2CCCC2=O)cc1	-0.6	-1	.	-1.2	3	-3	6	-1.5	-1.9
COc1ccc(C(=O)OCC(=O)NC(Cc2ccccc2)C(C)=O)cc1S(=O)(=O)N1CCCC1 (configuration not stated)	.	.	1.7	.	1	.	0	1.6	-0.1
C=CC1=C(C(=O)O)N2C(=O)[C@@H](NC(=O)/C(=N\OCC(=O)O)c3csc(N)n3)[C@H]2SC1	-0.9	-3	1.6	.	17	3	4	0.3	-1.3
O=C1c2ccccc2C(Nc2ccccc2)N1c1ccc(Cl)cn1 (configuration not stated)	-0.9	-5	-0.7	.	4	-7	-2	-0.9	-2.0
(more compounds)
SMILES	BoNT-A LC inh2	Anthrax LF inh2	Mtb BioA inh	Mtb UGM inh	GDH-TPI counter	BoNT-F LC inh	Mtb FBA inh	PfHsp40 rescue	FadD28 FP inh
CN(C(=O)C1CCOC1)c1nnc(-c2ccncc2)s1 (configuration not stated)	0.6	1	-1.1	3.1	16	-2	16	-1.1	-1.3
O=C1CC(N2CCN(Cc3ccccc3)CC2)C(=O)N1 (configuration not stated)	0.9	-1	.	-1.9	2	3	-1	-0.9	-0.6
COCC(=O)Nc1nc(-c2ccccc2)c(C)s1	-1.4	-1	0.9	-2.0	-2	-2	0	-0.5	-5.2
CC(Sc1nnc(-c2ccncc2)n1C)C(=O)Nc1nccs1 (configuration not stated)	-5.3	11	.	-3.4	-9	-17	-2	-1.6	-1.2
COc1ccc(S(=O)(=O)Nc2cccc3c2O[C@@H](CN(C)CC2CC2)[C@@H](C)CN([C@@H](C)CO)C3=O)cc1	0.5	-5	-2.6&0.0	0.7	14	-1	7	-3.0	-2.2
CCc1nc2ccc(C(=O)N(CC)CCN(C)C)cn2c1N(C)Cc1ccc(OC)cc1	-0.2	-5	0.8	.	7	-2	1	.	-2.1
COc1ccc(N(C(=O)C(C)C)S(=O)(=O)c2cccs2)cc1	-2.0	-3	-3.5	.	8	-4	5	0.5	-0.7
CN1CCN(c2ccc(NC(=O)COc3ccccc3Cl)cc2)CC1	0.7	-16	-1.2	0.0	1	-37	3	-0.7	-3.5
O=C(NCc1ccco1)c1ccc(Br)c(S(=O)(=O)N2CCCCC2)c1	-1.2	-2	-1.0	-1.7	0	-9	2	0.6	5.4
COc1ccc2c(c1)CC1(CN2C)C(=O)NC(=O)N(c2ccc(F)cc2)C1=O (configuration not stated)	0.3	-1	-4.6	0.5	8	0	2	-1.8	-0.7
Nc1ccc(NC(=O)c2cccc(C(=O)Nc3ccc(N)cc3Cl)c2)c(Cl)c1	-4.0	0	-1.3	-2.1	12	-21	6	-1.4	-2.6
COc1cccc(/C=N/Nc2ncnc3c2ncn3Cc2ccccc2)c1O	-0.2	-1	.	0.2	20	-6	-4	10	-3.3
O=C(NC(c1ccccc1)c1cnccn1)C1CCN(CCCOc2ccccc2)CC1 (configuration not stated)	-0.6	6	-0.6	.	-1	-8	-2	.	-2.3
CC(=O)Oc1cccc(N2C(=O)C3C(C2=O)C2C=CC3C23CC3)c1 (configuration not stated)	-0.4	5	-0.1	2.4	3	-4	2	-0.4	-2.9
Cc1cc(CNC(=O)C(C)n2cc([N+](=O)[O-])cn2)c2ccccc2n1 (configuration not stated)	-0.4	3	0.0	-0.5	17	-1	8	0.6	-1.8
